# High-throughput results as filed in PubChem BioAssay.
# RXFP1 agonist: activates the human relaxin receptor RXFP1; Q9HBX9; HEK293T-RXFP1 cAMP TR-FRET, 30 min; response scale: percent of porcine relaxin response, buffer zero; Potency, µM (top dose mostly 57.5 µM), for inactives: at the top dose activation, usual class: activators; 370,000 tested, 0.3% active; also: potency is read from the fitted curve at half-maximal effect; % is scaled to controls: 0 for no effect and ±100 for the full control effect; nearly all actives have a fitted effect of over 60% in size; many of its hits are not listed in these tables
#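 cAMP rise read by TR-FRET after 30 min, 37C compound exposure (up to 58 uM) in RXFP1-transfected HEK293 cells with Ro 20174 present. EC50 from Hill-equation fits, with 29 nM porcine relaxin as 100% and buffer as basal.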
# LDHA inh: LDHA (human) enzyme inhibition; P00338; purified LDHA, NADH/diaphorase-resazurin fluorescence; stronger effect = lower value; activity change, % (values are at about 110 or 230 µM); 480,000 tested, 0.15% active; AID 1347041; in the data active = activity change below about -30%; inconclusive = mostly about -25% to -30%;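 also: plate controls were DMSO wells for no effect and wells without enzyme for full effect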
#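 Human LDH5 at 2 nM final in Tris HCl pH 7.4 with 0.06 mM NADH and 0.2 mM pyruvate, reacted 5 minutes at room temperature. Remaining NADH coupled via diaphorase/resazurin; resorufin fluorescence read at 0 and 20 minutes, normalized to enzyme-free and DMSO wells.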
# Vif-APOBEC3F blk: Vif-A3F binding inhibition. HeLa A3F-eYFP + Vif (tagged APOBEC3F with the HIV-1 protein that degrades it), YFP fluorescence increase. Potency, µM (series often up to 46.1 µM), for the others: at the highest dose activity, negative = active. 390,000 tested, 0.2% active; also: potency is read from the fitted curve at half-maximal effect; % of control where 0% means no effect; nearly all actives have a fitted effect of over 65% in size
#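 HeLa cells stably expressing A3F-eYFP plus Vif, plated and incubated overnight at 37 deg C, then exposed to compounds overnight at 37 deg C. Blocked degradation read as raised yellow fluorescence (Ex 488/Em 500-530).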
# D1 antag: blocks dopamine activation of the human D1 receptor; P21728; HEK293 TREx D1 cells, calcium flux, dopamine EC80; stronger effect = lower value; activity change, negative = inhibition, % at 10 µM; 360,000 tested, 3.2% active; AID 504652; in the data active = activity change below about -30%; also: % is scaled to controls: 0 for no effect and ±100 for the full control effect
# Target sequence (P21728 whole entry, looked up): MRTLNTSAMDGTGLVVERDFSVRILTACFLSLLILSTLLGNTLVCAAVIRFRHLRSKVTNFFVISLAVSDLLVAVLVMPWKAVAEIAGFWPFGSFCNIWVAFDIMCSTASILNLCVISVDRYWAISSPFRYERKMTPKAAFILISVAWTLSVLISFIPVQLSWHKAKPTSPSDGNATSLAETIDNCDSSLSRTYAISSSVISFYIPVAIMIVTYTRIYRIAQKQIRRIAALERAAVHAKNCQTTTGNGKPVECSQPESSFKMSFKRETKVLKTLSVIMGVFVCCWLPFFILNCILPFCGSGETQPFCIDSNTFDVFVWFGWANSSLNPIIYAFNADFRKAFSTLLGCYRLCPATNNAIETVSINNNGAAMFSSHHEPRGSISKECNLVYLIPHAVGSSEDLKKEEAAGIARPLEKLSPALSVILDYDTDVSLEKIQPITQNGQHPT
#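 Allosteric or orthosteric antagonism assessed as attenuation of the calcium response to EC80 dopamine, added 180 s after compound, in induced HEK293 Trex D1 cells loaded with no-wash calcium dye.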
# D1 ag: agonists of human D1 dopamine receptor | HEK293 T-REx D1 cells, calcium flux, agonist mode | activation, % at 2 µM | 360,000 tested, 1% active; in the data active = activation above about 30%; also: 0% is about no effect
#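 Agonism was scored from calcium flux recorded over 180 s (1 read/s) after pintool compound addition, following a 10-cycle baseline. Cells were inducible force-coupled HEK293 TREx D1, plated overnight at 30 C and loaded with no-wash calcium dye.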
# GRP78 ERSR act: inducers of ER stress response in human glioma cells; 420,000 tested, 0.02% active; U87-MG GRP78 promoter luciferase reporter, 16 h; AID 602332; Potency, µM, for inactives: top-dose activation, usual class: activators; also: potency is read from the fitted curve at half-maximal effect; series mostly up to about 76 µM; % of control where 0% means no effect; nearly all actives have a fitted effect of over 35% in size
#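 ERSR induction read as luciferase luminescence (Bright-Glo, 10 min at room temperature) in stably transfected human U87-MG glioma cells exposed to compounds for 16 h, using GRP78 as sensor.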
# Vif-A3G inh: Vif-A3G binding inhibition | Q9HC16 | HeLa A3G-eYFP + Vif (tagged APOBEC3G with the HIV-1 protein that degrades it), YFP fluorescence, overnight | Potency, µM (top dose mostly 46.1 µM), for the others: top-dose activity, negative = active, actives largely listed as inhibitors | 410,000 tested, 0.076% active;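 also: potency is read from the fitted curve at half-maximal effect; % is scaled to controls: 0 for no effect and ±100 for the full control effect; nearly all actives have a fitted effect of over 60% in size; hits raise eYFP signal because A3G escapes Vif-driven loss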
# Target sequence (Q9HC16 whole entry, looked up): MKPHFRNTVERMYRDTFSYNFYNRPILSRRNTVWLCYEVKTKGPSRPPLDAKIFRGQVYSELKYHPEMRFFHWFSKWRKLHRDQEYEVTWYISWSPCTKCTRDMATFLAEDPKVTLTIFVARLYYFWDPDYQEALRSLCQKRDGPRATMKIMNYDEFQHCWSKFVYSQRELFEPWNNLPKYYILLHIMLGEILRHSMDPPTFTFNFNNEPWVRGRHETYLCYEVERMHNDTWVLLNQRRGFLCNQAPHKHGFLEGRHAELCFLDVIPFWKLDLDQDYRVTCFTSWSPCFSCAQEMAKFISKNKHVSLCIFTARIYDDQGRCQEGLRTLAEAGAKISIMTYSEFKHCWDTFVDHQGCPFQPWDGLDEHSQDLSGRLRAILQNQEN
#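 Read-out is eYFP fluorescence (Ex 488/Em 500-530) from Vif-expressing HeLa A3G-eYFP cells; more signal means A3G escaped Vif-mediated degradation. Cells plated overnight, compound pinned in, incubated overnight at 37 deg C.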
# D2 potentiator: positively modulates the human D2 dopamine receptor allosterically; 340,000 tested, 0.34% active; P14416; HEK293 T-REx D2, calcium flux, EC20 dopamine potentiation; potentiation, % at 10 µM;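 active = potentiation over 3 SD above the plate norm, cut at about 30% in these data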; also: 0% is about no effect
#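 Primary screen. Calcium kinetics in induced HEK293 T-REx D2 cells: compound pre-addition 180 s, EC20 dopamine, 180 s more.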
# D1 PAM: human D1 dopamine receptor positive modulation. HEK293 TREx D1 cells, calcium flux, dopamine EC20 potentiation. 360,000 tested, 0.036% active. AID 504651. potentiation, % at 10 µM. P21728; in the data active = potentiation above about 30%; also: 0% is about no effect
# Starred values were filed as active, the others as inactive; ? = inconclusive; · = not tested or not shown. Unless noted, calls follow the shape of the dose curve; as a rule, active = well fitted curve in the direction sought with a large enough effect; inconclusive = small, poorly fitted or top-dose-only effect, or another doubt; inactive = no such curve, though single readings can be large; an effect the other way counts as inactive or inconclusive. This is a subset; rates above refer to the full screens.
SMILES,RXFP1 agonist,LDHA inh,Vif-APOBEC3F blk,D1 antag,D1 ag,GRP78 ERSR act,Vif-A3G inh,D2 potentiator,D1 PAM
CCOC(=O)C1CCN(c2cc3c(cc2NC(=O)c2ccccc2)n(C)c(=O)n3C)CC1,2.0%,3,-2%,-3,-1,-1%,2%,-3,-5
CC(C)c1ccc(/C=C2\SC(=O)N(CC(=O)NCCCn3ccnc3)C2=O)cc1,-0.3%,-1,-7%,-7,7,-3%,2%,-4,-3
Cc1ccccc1-c1nn2c(=O)cc(CN3CCN(C(=O)c4ccccc4Br)CC3)nc2s1,0.4%,1,-18%,-3,-1,2%,-1%,16,1
COc1ccc2c(c1)CCC1(C)CC(=O)C(Br)=C21 (stereo not given),·,-2,0%,·,·,-4%,2%,·,·
C=CCOc1cccc(C2/C(=C(/O)c3ccc4c(c3)CC(C)O4)C(=O)C(=O)N2CCN2CCOCC2)c1 (stereo not given),?,1,12%,9,6,1%,1%,-12,-6
S=C(Nc1ccc(Cl)cc1)NC1CC2CCCC(C1)N2C1CC1 (stereo not given),0.4%,-9,3%,-41*,135*,0%,-1%,-2,7
O=C(/C=C/c1ccncc1)c1ccc2c(c1)OCCO2,0.7%,-11,11%,-22,4,-10%,?,11,-10
Cn1c(SCC(=O)Nc2nccs2)nnc1C12CC3CC(CC(C3)C1)C2,-0.5%,-9,-3%,-20,-1,1%,-3%,·,-3
COc1ccc(Cl)cc1NC(=O)COC(=O)C1=NNC(=O)CC1,·,-1,2%,·,·,-2%,-5%,·,·
CCOc1cc2[nH]c(=O)n(CC3CCC(C(=O)NCCCOC)CC3)c(=O)c2cc1OCC (stereo not given),6.2%,-20,0%,6,1,-6%,2%,-12,-5
O=C(O)CNS(=O)(=O)/C=C/c1ccccc1,1.3%,-9,9%,1,5,-2%,1%,0,1
O=C(COC(=O)c1cc2ccccc2cc1O)NC1CCCCC1,·,-5,-1%,·,·,-3%,-6%,·,·
Cn1c(=O)[nH]c(=O)c2c1nc1n2CC(O)CN1c1ccccc1 (stereo not given),1.6%,-3,-2%,-3,1,-4%,-8%,4,3
COc1cc(NS(=O)(=O)c2ccc(N/C=C(\C#N)c3nc4ccccc4o3)cc2)nc(OC)n1,0.1%,-2,8%,2,1,-1%,-6%,-1,-4
CC(=O)c1ccc(OCCCC(=O)N2CCN(S(=O)(=O)c3cc(C)ccc3C)CC2)cc1,0.2%,-2,-7%,-23,3,2%,0%,-5,-6
CCC(=O)c1ccc(OCC(=O)OCC(=O)c2cc(C)n(C3CC3)c2C)cc1,2.4%,2,-2%,-5,12,-2%,1%,-2,0
COc1ccc(/C=C2\SC(=S)N(CCCC(=O)Nc3ccc(C(=O)O)cc3)C2=O)cc1OC,-3.5%,7,-16%,5,9,-1%,-1%,7,-2
O=C(/C=C/c1ccco1)NC(=S)Nc1nc(-c2ccc(Cl)cc2)cs1,1.3%,-4,-1%,19,2,-2%,?,-1,5
CCc1cccc(NC(=O)NC(=O)Cn2nnc(C(=O)OC)c2C(=O)OC)c1,-4.0%,-8,15%,3,23,-4%,0%,0,-1
CCCS(=O)(=O)N1CCCC(C(=O)c2ccccc2OC)C1 (stereo not given),-0.1%,-11,3%,-14,3,-7%,1%,3,-6
Cc1cc(CNC(=O)C2CCC(=O)N(Cc3ccccc3F)C2)on1 (stereo not given),0.0%,-1,-7%,2,1,-3%,0%,11,13
O=C(CN1CCN(S(=O)(=O)c2ccc(Br)cc2)CC1)Nc1ccc(F)cc1,2.3%,3,-16%,-7,3,-5%,0%,-3,-6
COc1ccccc1NS(=O)(=O)c1cc(C(=O)Nc2ccc(S(=O)(=O)Nc3onc(C)c3C)cc2)ccc1C,·,-8,-12%,·,·,-6%,-1%,·,·
O=C(CCc1ccccc1)NNC(=O)COc1ccccc1,0.4%,-4,-6%,6,1,-2%,0%,6,-4
COC(=O)c1cc2oc(C)cc2n1Cc1ccccc1Cl,0.6%,-2,-20%,-20,3,-2%,?,4,1
O=C(c1ccccc1)c1ccc2nc(-c3ccc(NC(=O)c4ccccc4Br)cc3)[nH]c2c1,2.8%,-13,1%,-19,3,-3%,1%,-13,-3
COc1ccc(Br)cc1CNC(=O)c1ccc2nc(C(C)C)oc2c1,-0.4%,0,8%,1,0,-1%,-4%,0,0
CC(=O)NS(=O)(=O)c1ccc(NC(=O)CCc2ccccc2)cc1,-1.2%,-2,-3%,2,4,8%,2%,10,1
O=C(NCCOc1ccc(Cl)cc1)C1CCCCC1,-2.2%,-9,-2%,4,-2,-4%,-1%,6,-5
Nc1nonc1-n1nnc(C(=O)N/N=C\c2ccncc2)c1CN1CCCCC1,4.0%,-8,9%,-7,2,1%,-15%,6,7

# Structures above with fluorine:
SMILES,RXFP1 agonist,LDHA inh,Vif-APOBEC3F blk,D1 antag,D1 ag,GRP78 ERSR act,Vif-A3G inh,D2 potentiator,D1 PAM
Cc1cc(CNC(=O)C2CCC(=O)N(Cc3ccccc3F)C2)on1 (stereo not given),0.0%,-1,-7%,2,1,-3%,0%,11,13
O=C(CN1CCN(S(=O)(=O)c2ccc(Br)cc2)CC1)Nc1ccc(F)cc1,2.3%,3,-16%,-7,3,-5%,0%,-3,-6

# (further entries)
SMILES,RXFP1 agonist,LDHA inh,Vif-APOBEC3F blk,D1 antag,D1 ag,GRP78 ERSR act,Vif-A3G inh,D2 potentiator,D1 PAM
Cc1c(Br)cc(C(=O)O)c(C)c1C,-4.0%,-2,2%,-5,-1,-1%,-1%,4,-1
COc1ccccc1CNS(=O)(=O)c1c(C(=O)N2CCC(C)CC2)c(C)n(C)c1C,-0.1%,-7,1%,-7,0,-4%,4%,-3,0
Cc1cc(C)n(CC(=O)n2nc(C)cc2C)n1,-0.9%,-9,1%,-13,1,-6%,1%,·,-3
COCc1ccc(C(=O)Nc2cccc(S(=O)(=O)N(C)c3ccccc3)c2)cc1,·,0,-7%,·,·,-5%,0%,·,·
COc1ccc(-c2nc(C)c(C(C)=O)n2O)cc1OC,0.8%,7,-2%,7,-2,0%,-1%,-9,-9
CCN(CC(=O)Nc1c(F)cccc1F)C(=O)c1cc([N+](=O)[O-])ccc1N1CCOCC1,1.2%,-3,8%,9,0,-4%,-2%,10,0
O=C(Nc1ccc(Br)cn1)c1coc(=O)c(Br)c1,9.1%,-4,-13%,11,4,-4%,-3%,1,-7
CCOc1ccc(S(=O)(=O)N2CCCC(C(=O)NCc3ccccn3)C2)cc1C (stereo not given),1.5%,-8,-5%,6,-1,-2%,9%,3,-5
Cc1ccc(NC(=O)c2oc3ccc(S(=O)(=O)N4CCCCC4)cc3c2C)cc1Cl,22%,-2,1%,1,-1,-4%,-5%,-6,3
Cc1cc(=O)[nH]c(SCC(=O)N(CCC#N)c2ccccc2)c1C#N,0.8%,-1,-5%,-5,2,-4%,-21%,-3,-8
CS(=O)(=O)N1CCc2cc(C(=O)NC3CC3)ccc21,-4.8%,-8,11%,-37*,4,-5%,0%,8,-3
COc1ccc(OCCCC(=O)Nc2nc(C)c(C(C)=O)s2)cc1,15%,-7,-3%,2,4,-2%,0%,2,4
Cc1cccc(C(=O)Nc2cc(-c3ccccc3F)nn2-c2ccccc2)c1,3.4%,-3,0%,6,0,-6%,1%,7,4
O=C(Nc1nnc(SCc2cc(=O)n3cc(Cl)ccc3n2)s1)c1cccc(F)c1,12%,2,?,-8,1,-4%,4%,1,-1
CCOc1ccc(C(=O)NCCc2cnc[nH]2)cc1OCC,-0.5%,-4,-2%,7,2,-4%,0%,6,8
CN(C)C1(CN=Cc2cc(Cl)cc([N+](=O)[O-])c2O)CCCCC1,-6.0%,7,9%,4,3,-6%,5%,7,-5
O=c1c(-c2ccc(Cl)cc2)[n+]([O-])c2ccccc2n1OCc1nc2ccccc2[nH]1,-0.3%,0,-21%,-3,-1,0%,-3%,-4,-1
COc1cc2c(cc1OC)-c1cc(N3CCCCCC3)nc(=O)n1CC2,11%,3,-2%,13,4,-1%,-3%,3,-5
Cc1cc(Cl)ccc1OCC(=O)OCC(=O)NC1CCCC1,-0.2%,-5,-1%,-10,7,0%,-1%,10,·
CC(C)CN(C(=O)CN1CCN(c2ccccc2F)CC1)c1c(N)n(CC(C)C)c(=O)[nH]c1=O,0.7%,-2,1%,1,0,0%,-8%,7,3
S=c1[nH]nc(C2CCCCC2)n1/N=C/c1ccccc1Br,-0.3%,-10,?,2,1,-3%,-10%,3,-1
COc1ccc(-n2nnnc2-c2cnc3cc4c(cc3c2C)OCO4)cc1,3.2%,-2,-1%,-17,1,3%,-5%,17,-9
CC1CC(=O)N(CC(=O)Nc2cccc(Cl)c2)c2ccccc2S1(=O)=O (stereo not given),3.5%,0,-14%,-16,5,-5%,2%,-1,-6
CC1CCCN(c2cc3c(cc2F)c(=O)c(S(=O)(=O)c2cccc(Cl)c2)cn3Cc2ccccc2)C1 (stereo not given),3.1%,-15,-11%,2,-1,-3%,-2%,-2,0
CC(C)[C@H]1CN=C2N(C[C@H](C)NC(=O)CCC3CCCCC3)[C@H](Cc3ccc(O)cc3)CN21,0.0%,1,-4%,24,2,1%,-2%,-23,-4
Cc1ccsc1/C=N/NC(=O)c1nnn(-c2nonc2N)c1CN(C)c1ccccc1,-1.9%,-2,0%,2,2,-6%,5%,-2,4
CC(C)(C)[C@H]1COC(=O)[C@@H](Cc2ccc(F)cc2)CC/C=C/C[C@@H](CC(=O)N[C@@H](CO)Cc2ccccc2)C(=O)N1,·,-9,11%,·,·,-2%,-4%,·,·
CC1CC(=O)N(CC(=O)Nc2cccc(F)c2)c2ccccc2S1(=O)=O (stereo not given),0.5%,3,?,-14,2,-1%,-1%,2,0
COc1cc(CNn2c(C)n[nH]c2=S)cc(Br)c1OCC(=O)NC(C)(C)C,0.8%,-4,-3%,4,9,2%,-1%,13,2
CC1CCN(S(=O)(=O)c2cc(C(=O)Nc3ccc(Br)cc3F)n(C)c2)CC1,-1.2%,-10,-9%,-35*,8,-3%,-1%,3,-3
